Assay outcomes deposited in PubChem by Vanderbilt High Throughput Screening Facility.
DAT uptake mod: changed hDAT dopamine uptake under cocaine IC80, either direction, primary screen, cocaine antagonist project, cell-based, LLC-PK1 hDAT, [14C]-dopamine uptake, MLSMR; B-score at 10 µM; LLC-PK1 hDAT cells, [14C]-dopamine uptake with cocaine IC80; actives deviate in either direction; 1.3% of 110,000 active; Sodium-dependent dopamine transporter (Homo sapiens), Q01959; AID 449768, 2010;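 active means Z score or B-score, a plate-position-corrected score, falls beyond the plate's 99.7% confidence bounds, in either direction; inactive means both scores lie inside the 99.7% bounds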;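 further: scored against the spread of the other compound wells on the same plate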
Target sequence (Q01959 whole entry, looked up): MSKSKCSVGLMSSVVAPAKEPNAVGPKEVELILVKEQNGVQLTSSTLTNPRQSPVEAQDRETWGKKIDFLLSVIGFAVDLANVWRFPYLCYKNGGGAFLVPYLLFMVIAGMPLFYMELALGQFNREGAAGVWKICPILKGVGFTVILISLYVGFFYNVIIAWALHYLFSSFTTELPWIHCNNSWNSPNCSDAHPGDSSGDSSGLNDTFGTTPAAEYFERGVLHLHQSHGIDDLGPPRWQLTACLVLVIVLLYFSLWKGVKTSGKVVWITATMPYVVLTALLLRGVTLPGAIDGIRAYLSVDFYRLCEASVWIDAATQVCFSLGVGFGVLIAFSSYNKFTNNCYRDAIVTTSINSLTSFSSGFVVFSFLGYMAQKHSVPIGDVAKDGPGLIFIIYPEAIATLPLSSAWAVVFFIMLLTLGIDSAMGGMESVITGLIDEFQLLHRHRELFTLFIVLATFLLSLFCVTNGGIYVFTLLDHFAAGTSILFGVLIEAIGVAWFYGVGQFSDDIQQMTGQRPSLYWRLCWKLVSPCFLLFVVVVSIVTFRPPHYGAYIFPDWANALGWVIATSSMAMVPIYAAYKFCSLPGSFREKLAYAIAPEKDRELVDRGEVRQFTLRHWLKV
Starred values were filed as active, the others as inactive. Not all compounds are listed; rates above refer to the full screens.

The opening three entries, ahead of the listing:
SMILES	DAT uptake mod
CCC1ON(c2ccccc2)C2c3nc4ccccc4n3CC12 (stereo unspecified)	0.35
CON(C)c1nc(C2CCCCC2)c2cc(C)ccc2n1	-0.52
CCOP(=O)(CC(C(C)=O)C(O)c1ccccc1)OCC (stereo unspecified)	-1.1

The list itself (from the top)
SMILES	DAT uptake mod
CCC1ON(c2ccccc2)C2c3nc4ccccc4n3CC12 (stereo unspecified)	0.35
CON(C)c1nc(C2CCCCC2)c2cc(C)ccc2n1	-0.52
CCOP(=O)(CC(C(C)=O)C(O)c1ccccc1)OCC (stereo unspecified)	-1.1
O=C1Nc2ccccc2C1=O	-0.039
COc1cc(O)c(C(CC(=O)N2CCCC(C)C2)c2cc(OC)c(OC)c(OC)c2)c(OC)c1 (stereo unspecified)	0.058
O=C(NCc1ccc(OC(F)(F)F)cc1)c1cc(-c2ccccc2)nn1CC1CC(c2cccnc2)=NO1 (stereo unspecified)	-0.99
COc1ccc(-c2ccc(C)cc2)cc1[C@H]1[C@H]2C=CC[C@@H](C)[C@@H]2C(=O)N1Cc1ccccc1	0.35
Clc1cccc(Cl)c1C1=NOC(c2nnc(-c3ccccc3)o2)C1 (stereo unspecified)	-0.13
COC(=O)C1=C(C(=O)OC)[C@@H]2N(Cc3ccccc3)c3ccccc3[C@@]23C[C@@H](C(=O)OC)N(C(=O)COCc2ccccc2)C3=N1	0.34
COc1ccc([C@@H]2C[C@@H](c3ccccc3)Oc3cc(OC)c(OC)c(OC)c32)cc1	0.42
NCCCC[C@@H](C(=O)N1CCNCC1)n1cc(CCC(=O)O)nn1	-0.24
Nc1ccc2[nH]ncc2c1	-0.27
O=C(O)C1=C[C@H](c2ccc(F)cc2)C[C@H](OCCCCO)O1	-0.43
CN1C(C(=O)NCc2ccc(OC(F)(F)F)cc2)CC2Cn3c(nc4cc(Cl)c(Cl)cc43)C21 (stereo unspecified)	1.7
CC(O)[C@H]1CNC(=O)C(=O)N1CCCCC1CCCCC1 (stereo partly specified)	0.44
C[C@@H]1C=C(C(=O)NCc2nc3ccccc3[nH]2)O[C@H](OCc2ccc(CO)cc2)C1	-0.037
CCN(CC)CCCOC(=O)C(c1ccccc1)c1ccccc1	2.9
COC/C=C/C1=CC2=CC(=O)C(C)(OC(=O)c3cnc4ccccc4n3)C(=O)C2=CN1CC(C)C (stereo unspecified)	-1
CCCCCOC(=O)c1[nH]c2c(c1C)C(=O)CC(c1ccco1)C2 (stereo unspecified)	-0.98
Brc1ccc(-c2nnc3sc(CNC4CCCC4)cn23)cc1	1.1
COc1ccc2cc1Oc1ccc(cc1)C[C@H]1c3cc(c(OC)cc3CCN1C)Oc1c(OC)c(OC)cc3c1[C@H](C2)N(C)CC3	-1.4
CCO[C@H]1OC(C(=O)NCc2ccccc2)=C[C@@H](C(C)(C)C)[C@@H]1CCCO	0.65
O=C(O)C1OC(Oc2cc3oc(-c4ccccc4)cc(=O)c3c(O)c2O)C(O)C(O)C1O (stereo unspecified)	-1.5
COc1ccccc1C1=NOC(C)(c2nnc(-c3cccc(Cl)c3)o2)C1 (stereo unspecified)	-0.083
CCCCN1CC[C@H]2C=CC[C@@H](C(=O)Nc3ccccc3)[C@H]2C1=O	0.031
CC(NC(=S)Nc1ccc(F)cc1)C(c1cccs1)N1CCOCC1 (stereo unspecified)	-0.95
CCOc1ccc2nc(N3CCC(C(=O)N4CCN(c5ncccn5)CC4)CC3)sc2c1	-0.5
COC(=O)C1=C(CCc2ccccc2)NC(=O)NC1c1ccc(Cl)cc1 (stereo unspecified)	1.4
Cc1cccc(NC(=O)c2ccc(S(=O)(=O)N3CCCCC3)cc2)n1	0.36
CCOC(=O)c1ccc(NC(=S)Nc2ccc(Br)cc2N)cc1	0.66
O=C(CSc1cn(Cc2ccccc2)c2ccccc12)NCc1ccc(F)cc1	-1.2
CCCCC1=CC2=C(c3ccco3)C(=O)C(C)(OC(=O)c3ccc(OC)cc3)C(=O)C2=CN1C1CCCCC1 (stereo unspecified)	0.98
CC(O)/C=C/C1OC(=O)CC1Nc1ccc(C=O)cc1 (stereo unspecified)	0.85
COC(=O)N[C@H](CC(C)=O)c1cccc(C(F)(F)F)c1	-1.6
C[C@@H](C(=O)NCc1ccc(S(C)(=O)=O)cc1)[C@H]1C[C@]1(C)[C@H](NC(=O)OCc1ccccc1)c1ccccc1	0.85
CCCCCC(O)c1cccc(OCc2ccc3ccccc3n2)c1 (stereo unspecified)	2.1
CCO[C@H]1OC(C(=O)NCc2nc3ccccc3[nH]2)=C[C@@H](c2ccc3c(c2)OCO3)[C@@H]1CCCO	2.7*
COc1ccc(C(=O)N2CC3(CC(c4cccc(NC(=O)COc5ccc(Cl)cc5)c4)=NO3)C[C@@H]2C(N)=O)cc1 (stereo partly specified)	0.68
CCCc1nc2c(s1)CCc1onc(-c3ccc(OC)cc3)c1-2	-0.92
COC(=O)[C@@]1(Cc2ccccc2)[C@H]2c3cc(C(=O)N4CCCC4)n(Cc4ccsc4Br)c3C[C@H]2CN1C(=O)c1ccccc1	-0.34
CCOC(=O)c1ccccc1NC(=O)c1c(N)n(C)c(=O)[nH]c1=O	-0.18
O=C(NCc1cccnc1)C(=O)NCC1OCCN1S(=O)(=O)c1ccc(F)cc1 (stereo unspecified)	-0.11
CCC[C@@H]1CCCO[C@@](C(=O)NCc2ccc(S(C)(=O)=O)cc2)(C(F)(F)F)C1	0.22
C[C@@H]1CCC[C@@]2(O[C@@H](CCO)C[C@H](O)[C@H]2O)O1	-0.36
CC(=O)n1cc([C@H]2C=C(C(=O)N3CCN(Cc4ccc5c(c4)OCO5)CC3)O[C@@H](OCCCCO)C2)c2ccccc21	2.5*

4 of the compounds above, with values ahead of the structure.
DAT uptake mod | Compound
-1.2 | O=C(CSc1cn(Cc2ccccc2)c2ccccc12)NCc1ccc(F)cc1
0.98 | CCCCC1=CC2=C(c3ccco3)C(=O)C(C)(OC(=O)c3ccc(OC)cc3)C(=O)C2=CN1C1CCCCC1 (stereo unspecified)
0.85 | CC(O)/C=C/C1OC(=O)CC1Nc1ccc(C=O)cc1 (stereo unspecified)
-1.6 | COC(=O)N[C@H](CC(C)=O)c1cccc(C(F)(F)F)c1

As entered above.
Under DAT uptake mod, O=C(CSc1cn(Cc2ccccc2)c2ccccc12)NCc1ccc(F)cc1 reads -1.2
Under DAT uptake mod, COC(=O)N[C@H](CC(C)=O)c1cccc(C(F)(F)F)c1 reads -1.6
Under DAT uptake mod, CCCCCC(O)c1cccc(OCc2ccc3ccccc3n2)c1 (stereo unspecified) reads 2.1

(next part)
SMILES	DAT uptake mod
COC(=O)[C@@]1(Cc2ccc(F)cc2)[C@H]2c3cc(C(=O)N(C)C)n(Cc4ccc(OC)c(OC)c4)c3C[C@H]2CN1C(=O)c1ccccc1	-1.1
C[N+](C)(C)CCCCCCCCCC[N+](C)(C)C	-0.22
O=C(NC1CC1)C1=C[C@H](C2CC2)C[C@H](OCCCCO)O1	-0.61
CCN1CCC[C@H]1CNC(=O)c1cc(S(N)(=O)=O)ccc1OC	0.038
CC1(c2nnc(-c3ccc(Cl)cc3)o2)CC(c2cccc(Cl)c2)=NO1 (stereo unspecified)	-0.74
CC(C)C[C@H](NC(=O)c1[nH]cnc1C(=O)Nc1ccc(CNC(=O)OC(C)(C)C)cc1)C(=O)OC(C)(C)C	0.89
NCCCC[C@H](NC(=O)C1CCNCC1)c1nnc([C@@H](N)CO)o1	0.028
CCO[C@@H]1OC(C(=O)Nc2ccccc2)=C[C@H](c2coc3ccccc3c2=O)[C@H]1CCCO	-1.6
CC(NS(=O)(=O)c1ccc(F)cc1)C(c1cccs1)N1CCOCC1 (stereo unspecified)	-0.025
CC(NS(=O)(=O)c1ccc(Br)cc1)C(c1cccs1)N1CCOCC1 (stereo unspecified)	0.75
C#CCNC(=O)C1=C[C@H](C)C[C@H](OCc2ccc(CO)cc2)O1	-0.63
COC(=O)C1=C(C(=O)OC)[C@@H]2N(C)c3ccc(OC)cc3[C@@]23C[C@@H](C(=O)OC)N(C(=O)c2ccc(Br)cc2)C3=N1	-0.026
OCC1OC(n2cnc3c(NC4CCCCC4)ncnc32)C(O)C1O (stereo unspecified)	0.78
COC(C[C@H]1O[C@H]1C(=O)[C@H](C)OCc1ccccc1)OC	-0.79
OCCCn1c(C2CCCN2c2nc(-c3ccc(Cl)cc3)cs2)nc2cc(Cl)c(Cl)cc21 (stereo unspecified)	-0.25

Gathered by group: the compounds so far containing a tert-butyl group (two)
SMILES	DAT uptake mod
CCO[C@H]1OC(C(=O)NCc2ccccc2)=C[C@@H](C(C)(C)C)[C@@H]1CCCO	0.65
CC(C)C[C@H](NC(=O)c1[nH]cnc1C(=O)Nc1ccc(CNC(=O)OC(C)(C)C)cc1)C(=O)OC(C)(C)C	0.89

(list continues)
SMILES	DAT uptake mod
CCCCCCCCCCCCN1[C@@H](CC(C)=O)c2cc(F)ccc2S1(=O)=O	0.38
CN1CCc2cc3c(c4c2[C@H]1[C@H](O)c1ccccc1-4)OCO3	-0.26
COc1ccc(N2C(=O)C(CC(=O)Nc3ccccc3)N(Cc3cccs3)C2=O)cc1 (stereo unspecified)	0.87
S=C1NC[C@H](Cc2ccccc2)N1CCCCC1CCCCC1	0.3
COc1cc(O)cc(O)c1C(=O)/C=C/c1ccccc1	0.52
C=CCNC(=O)c1ccc2c3n(nc2c1)-c1ccccc1CO3	0.11
COc1ccc(-c2cccc([C@H]3[C@@H]4C=CCC[C@@]4(C)C(=O)N3Cc3ccccc3)c2)cc1	0.12
COc1cccc(CN2C[C@]34C=C[C@@H](C[C@@H]3S2(=O)=O)O4)c1	-0.72
NC1(C(=O)O)CC1	-1.2
Cc1ccc(S(=O)(=O)NC(=O)c2ccc(-c3ccc(C)c4ccccc34)o2)cc1	1.3
COc1cc(NC(=O)CN2C(=O)C(c3ccccc3)=NC2(C)C)cc(OC)c1	-0.48
COC(=O)C1=C(C)NC(C)=C(C(=O)OC(C)C)C1c1cccc2nonc12 (stereo unspecified)	0.7
C=CCOC(=O)C1=C[C@@H](c2ccc(C(F)(F)F)cc2)C[C@@H](OCCCCO)O1	-0.14
CCN(CC)CCCN1C=C2C(=O)C(C)(OC(=O)C3CCCC3)C(=O)C=C2C=C1c1ccsc1 (stereo unspecified)	-0.65
CC1(c2nnc(-c3cccc(Cl)c3)o2)CC(c2cccnc2)=NO1 (stereo unspecified)	0.012
CCCCCCC#Cc1ccc2c(c1)COc1c3ccccc3nn1-2	1
CCC(=O)OC1(C)C(=O)C=C2C=C(CCCCNC(=O)OC(C)(C)C)OC=C2C1=O (stereo unspecified)	-0.39
CCN(CC)CCC(c1ccc(OC)cc1)c1c(O)cc(OC)cc1OC (stereo unspecified)	-0.62
CCC1(CC)C(=O)C2=C3C1[C@H](C(=O)OC)CC(C(=O)OC)C[C@H]3[C@H]1C(=O)N(c3ccccc3)C(=O)[C@H]1[C@H]2C (stereo partly specified)	0.34
COc1ccc(C2/C=C\CN(C(=O)C3CCCC3)CC(=O)N2Cc2ccc(F)cc2)cc1 (stereo unspecified)	0.44
CCOC(=O)C1CCCN(c2c(C(=O)c3ccccc3)cnc3ccc(OC)cc23)C1 (stereo unspecified)	-0.32
C=CCOC(=O)C1=C[C@H](C2CCCCC2)C[C@H](OCc2ccc(CO)cc2)O1	0.91
C=CCc1ccc(O)c(-c2ccc(O)c(CC=C)c2)c1	0.0064
Cc1ccc(S(=O)(=O)N2CCC(=O)N(C(COCc3ccc(Cl)cc3)C(C)C)CC2)cc1 (stereo unspecified)	-0.6
CCOC(=O)CN1C(=O)N[C@@H](c2cccc(C(F)(F)F)c2)C(C(C)=O)=C1C	-0.22
NC(=O)CC(NC(=O)Cc1ccc(Br)cc1)c1ccc(NCc2cc(F)ccc2F)c([N+](=O)[O-])c1 (stereo unspecified)	0.076
Cc1cc2c([nH]c3ccccc32)c2c1OC(C)(C)C=C2	-0.013
C[C@H](NC(=O)c1nc[nH]c1C(=O)N1CCc2ccccc2C1)C(=O)OC(C)(C)C	0.094
COc1cc2c(cc1OC)[C@@H]1Cc3cc4c(cc3[C@H](C2)N1C)OCO4	0.18
CC(C)c1cc(-c2cc(-c3ccc(Cl)cc3)on2)nc(NCC2CC2)n1	-0.02
CCCNc1nc(-c2cc(-c3ccc(Cl)cc3)on2)cc(C(C)C)n1	-0.45
S=C1NC[C@H](CC2CCCCC2)N1CCCCC1CCCCC1	0.21
Cc1nc2ccc(CN(C)c3ccc(C(=O)N[C@@H](CCC(=O)O)C(=O)O)s3)cc2c(=O)[nH]1	-0.43
COc1ccc2nc(C3CCCCC3)c3c(c2c1)CCC3	-1.1
Cc1ccc2c(c1)COc1c3ccc(C(=O)N4CCOCC4)cc3nn1-2	1.2
COC(=O)C1(Cc2ccc(O)cc2)OC(=O)C(O)=C1c1ccc(O)cc1 (stereo unspecified)	1.5
OCCCn1c(C(CO)Nc2nc(-c3ccc(Cl)cc3)cs2)nc2ccccc21 (stereo unspecified)	2.5*
O=C(C1=C[C@H](c2ccc3c(c2)OCO3)C[C@H](OCCCCO)O1)N1CCN(Cc2ccc3c(c2)OCO3)CC1	0.98
CCCC(CCC)C(=O)O	-0.075
Cc1[nH]c2ccccc2c1SCc1ccccc1	-2.7*
C=CCN1c2ccccc2[C@]23C[C@@H](C(=O)OC)N(C(C)=O)C2=NC(C(=O)OC)=C(C(=O)OC)[C@H]13	0.068
CCCCC1=CC2=CC(=O)C(C)(OC(=O)CCC(=O)OC)C(=O)C2=CO1 (stereo unspecified)	-1
COC(=O)CCC(=O)OC1(C)C(=O)C2=CN(CC3CC3)C(c3ccc(OC)cc3)=CC2=C(Br)C1=O (stereo unspecified)	-0.69
CCOC(=O)c1[nH]c2ccccc2c1NC(=O)C1CCCC1	-0.37
Cc1nc(C(=O)NC2CCOCC2)sc1C1(C)CC(c2ccccc2)=NO1 (stereo unspecified)	0.53
CCCCN1C[C@H](O)[C@@H](O)[C@H](O)[C@H]1CO	-0.92
CC(C)C[C@H](NC(=O)[C@@H](O)[C@H](N)Cc1ccccc1)C(=O)O	-0.62
O=C(O)C1=C[C@H](c2ccc(F)cc2)C[C@H](OCc2ccc(CO)cc2)O1	0.73
COc1ccc(C#Cc2c(-c3ccc(OC)cc3)oc3ccc(-c4ccc5c(c4)OCO5)cc23)cc1	0.025
NCCSSCCN	0.19
